Bioassay records as filed in PubChem.
Pf gametocyte – late stage P. falciparum gametocyte viability inhibitors, primary screen, ATP luminescence, HTS; hit rate 0.065% among 150,000; inhibition, % at 10.9 µM; P. falciparum stage V gametocytes, 24 h; AID 743093, 2013;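 active means inhibition above the mean plus 3 SD of compounds within the control limits, set per campaign, cut at about 38% in these data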;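 further: 0% = DMSO wells and 100% = medium only without gametocytes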
The depositor's hits bear a star. Not all compounds are listed; count on the stated rates, not on these rows.

SMILES | Pf gametocyte
COc1cccc(C(=O)NCc2ccco2)c1OC | 7
COc1ccc(NC(=O)N(C)C[C@H]2Oc3c(NS(=O)(=O)c4ccc(F)cc4)cccc3C(=O)N([C@H](C)CO)C[C@@H]2C)cc1 | 28
Cc1ccc(SCC(=O)NCCc2ccc(F)cc2)cc1 | -11
O=C(NCCCC(NC(=O)OCc1ccccc1)C(=O)O)OCc1ccccc1 (stereo not drawn) | -4
CCOc1ccc(C(O)(c2ccccc2OC)C(CN2CCCC2)c2ccccc2)cc1 (stereo not drawn) | 2
C=CC[C@@H](CC(=O)N(CCO)Cc1ccccc1)C(=O)N[C@H](COC(=O)[C@@H](CC=C)CC(=O)OC(C)(C)C)C(C)(C)C | -2
OCC1(CO)COC(CCc2ccccc2)=N1 | -19
Cc1ccc(OCCn2ccnc2)c(C)c1 | 9
CCN(Cc1ccccc1OC)CC1CCCN(CCc2cccc(OC)c2)C1 (stereo not drawn) | -23
CCn1c2ccc(C)cc2c2n[nH]c(=S)nc21 | 5
CC(C)C[C@]1(c2ccccc2)ON(c2ccccc2C(F)(F)F)C1=O | 16
O=C(NCCCn1ccnc1)c1ccccc1F | 12
CC1=C(C(=O)OCc2ccccc2)C(c2ccc(Cl)cc2)NC(=O)N1CCCC(=O)O (stereo not drawn) | 10
CCOc1ccc(C(=S)NC2CCCCC2)cc1OCC | 21
COc1c(O)cccc1[C@@H](O)C1CCN(CCc2ccc(F)cc2)CC1 | 22
C[C@@]12C(=O)Nc3cc(Cl)ccc3C(=O)N1[C@H]1c3cc(Br)ccc3OC[C@@H]1[C@@H]2c1ccccc1 | -4
NC(=O)CC(NC(=O)Cc1ccc(Br)cc1)c1ccc(N2CCCCCCC2)c([N+](=O)[O-])c1 (stereo not drawn) | -2
COc1ccc2c(C(=O)NCCCCO)c(-c3ccc(S(C)(=O)=O)cc3)sc2c1 | 3
O=C(Nc1ccccc1O)c1cccc(S(=O)(=O)Nc2ccccc2O)c1 | 5
O=C(O)C1C2C=CC(C2)C1C(=O)Nc1ccccc1Br (stereo not drawn) | 2

Brought forward from above: 6 compounds; new compounds follow.
SMILES | Pf gametocyte
COc1c(O)cccc1[C@@H](O)C1CCN(CCc2ccc(F)cc2)CC1 | 22
C[C@@]12C(=O)Nc3cc(Cl)ccc3C(=O)N1[C@H]1c3cc(Br)ccc3OC[C@@H]1[C@@H]2c1ccccc1 | -4
NC(=O)CC(NC(=O)Cc1ccc(Br)cc1)c1ccc(N2CCCCCCC2)c([N+](=O)[O-])c1 (stereo not drawn) | -2
COc1ccc2c(C(=O)NCCCCO)c(-c3ccc(S(C)(=O)=O)cc3)sc2c1 | 3
O=C(Nc1ccccc1O)c1cccc(S(=O)(=O)Nc2ccccc2O)c1 | 5
O=C(O)C1C2C=CC(C2)C1C(=O)Nc1ccccc1Br (stereo not drawn) | 2
CCCCN1C(Nc2ccccc2)=NC[C@@H]1Cc1ccccc1 | 11
Cc1ccccc1Cn1c(NC2CCCC2)nc2c1c(=O)[nH]c(=O)n2C | -45
Cc1cc2c(cc1C)N(Cc1ccc(Cl)cc1)C1=NCCCN12 | -4
O=C(Nc1cccc2c1CCCC2)c1ccc(F)cc1 | -11
CCCCOc1ccc(CN2CCSCC2)cc1 | 2
CCC[C@H]1COCCS(=O)(=O)N1Cc1ccccc1 | 24
COc1ccc(C(=O)NNC(=S)NC(=O)c2ccc(F)cc2)cc1Br | 9
CC(=O)NCCC(=O)N(C)CC1CCN(CCc2cccc(C(F)(F)F)c2)CC1 | 0
CCOc1ccc(S(=O)(=O)NCc2ccc3c(c2)OCO3)cc1NC(C)=O | 2
COC(=O)c1c(-c2ccc(OC)cc2)sc2ccc(OC)cc12 | -9
O=C(c1ccc(Br)cc1)N1CCN(c2ncccn2)CC1 | 1
O=C(Nc1ccc(Cl)cc1)Nc1ccc(Cl)c(Cl)c1 | -16
Cc1ccc(OCCOCCN2CCN(C)CC2)c(C(C)(C)C)c1 | 1
CC1CC(C(O)c2ccccn2)C(=O)C(C(O)c2ccccn2)C1 (stereo not drawn) | -10
CS(=O)(=O)N(CC(=O)NCCSCc1ccccc1)c1ccccc1F | -19
O=C(OCc1c(-c2ccccc2)ncc2ccccc12)c1cccc(Br)c1 | -14
CC(C)c1cc(=O)n2c(nc3ccccc32)[nH]1 | -5
COCCNCC(=O)N1c2ccccc2Sc2ccccc21 | 6
Cc1ccc(C)c(C(=O)CSc2nc(N)cc(=O)[nH]2)c1 | -6
CC(C)CN1CCC(=O)N([C@H](CO)c2ccccc2)CC1 | -8

Brought forward from above: 3 entries, followed by the next part.
SMILES | Pf gametocyte
COCCNCC(=O)N1c2ccccc2Sc2ccccc21 | 6
Cc1ccc(C)c(C(=O)CSc2nc(N)cc(=O)[nH]2)c1 | -6
CC(C)CN1CCC(=O)N([C@H](CO)c2ccccc2)CC1 | -8
Cc1cc2c(c(C)c1CCO[C@@H]1O[C@H](CO)[C@@H](O)[C@H](O)[C@H]1O)C(=O)[C@@H](C)[C@@H]2O | -9
Cc1nc(SCc2nc3ccccc3[nH]2)c2oc3cc(Br)ccc3c2n1 | -6
CC(C)C(=O)Nc1ccc2c(c1)Cc1cc(NC(=O)C(C)C)ccc1-2 | -7
O=c1nc(-c2ccccc2)c2cc(SC(F)F)ccc2[nH]1 | -1
COc1ccc(OC)c(C(=O)NC(CC(N)=O)c2ccc(N3CCC(N4CCCCC4)CC3)c([N+](=O)[O-])c2)c1 (stereo not drawn) | 0
COC(=O)C1=C(C)N(Cc2ccccc2)C(=S)N[C@H]1c1ccccc1 | -30
CC1CCCN(CCS(=O)(=O)c2ccccc2)C1 (stereo not drawn) | 15
CCCCCCSc1cc(-c2nc3ccc(Cl)cn3c2NCCCC)ccc1OC | -13
COC(=O)c1ccc(-c2cc(CC3(C(=O)OC)CCN(C(=O)OC(C)(C)C)CC3)on2)cc1 | -43
COc1ccc(CCNC(=O)c2ccc([N+](=O)[O-])cc2Cl)cc1OC | 4
Cc1ccc(-c2csc3ncn(CC(=O)O)c(=O)c23)cc1C | -8
CC/C(=N/NC(=O)c1ccccc1O)c1c(C)[nH]n(-c2ccccc2)c1=O | -7
COc1ccc(-c2nn(-c3ccccc3)cc2C=O)cc1[N+](=O)[O-] | -3
COC(=O)CCCN1C(=O)c2cccc3cccc(c23)C1=O | -8
COc1ccc(-c2cn(CCO)c(CCN)n2)cc1 | -8
C[C@H]1CN([C@@H](C)CO)C(=O)c2cccc(NC(=O)C3CC3)c2O[C@H]1CN(C)S(=O)(=O)c1ccccc1 | 30
CCC(C)(C)NC(=O)CSc1nc(Cc2ccccc2)nc2ccccc12 | -22
O=C(Nc1cccc2ncccc12)c1ccccc1Cl | 17
Cc1nc(NC(=O)CN2CCCCC2)sc1C(=O)N(C)C | 5
CSc1ccc(S(=O)(=O)Nc2c(C)n(C)n(-c3ccccc3)c2=O)cc1 | -8
COc1cccc(C(O)c2nc3ccccc3n2C)c1 (stereo not drawn) | 15
COc1ccc2c(c1)c1nnc(SCC(=O)Nc3ccccc3F)nc1n2C | -12
Cc1cc(OCCN2CCOCC2)ccc1Cl | -8
COc1ccccc1/C=N\NC(=O)c1ccc(COc2ccc(C)c(C)c2)o1 | -3
O=C(N1CCOCCOc2ccccc2OCCOCC1)C(F)(F)F | -2
COC(=O)/C(=C\c1c(OC)cc(OC)cc1OC)C(=O)c1ccc2c(c1)OCO2 | -29
COc1ccc2[nH]cc(CCNC(=O)CCC3CCCCC3)c2c1 | 8
CN(CCc1ccccn1)Cc1ccc(Cl)c(Cl)c1 | -17
C/C(=N/N1CCN(Cc2ccccc2)CC1)c1ccc(Br)cc1 | -31
CC(C)(C)OC(=O)N[C@H](/C=C/c1ccccc1)C(=O)OC(C)(C)C | 3
O=C(Nn1cnnc1)c1cc(Br)ccc1Cl | -30
NC1=NC[C@H](c2ccccc2)N1CC1CCCCC1 | 1
CCOC(=O)c1ccc(/C=N/O)[n+](Cc2ccccc2)c1 | 8
Cc1ccc(-n2c(SCCN)nnc2-c2cccc(C)c2)cc1 | -2
COc1ccc(OC)c(N2C(=O)c3cccnc3C2=O)c1 | 0
CC(=O)Oc1ccc(/C=C(\NC(=O)c2cccc(Br)c2)C(=O)Nc2ccc(C(=O)O)cc2)cc1 | 11
Cn1c(NCC(O)c2ccccc2)nc2c1c(=O)n(Cc1ccc(Cl)c(Cl)c1)c(=O)n2C (stereo not drawn) | -3
CC(=O)C1=C(C)N(Cc2ccccc2)C(=O)N[C@H]1c1cccc(F)c1 | 7
CN1CCN(c2nc3c(c(=O)[nH]c(=O)n3C)n2Cc2ccc(Cl)cc2)CC1 | -14
COc1ccc(N2C(=O)c3ccccc3C2O)cc1 (stereo not drawn) | 5

Four structures already listed, sorted by count of non-hydrogen atoms, rising.
SMILES | Pf gametocyte
CN(CCc1ccccn1)Cc1ccc(Cl)c(Cl)c1 | -17
COc1cccc(C(O)c2nc3ccccc3n2C)c1 (stereo not drawn) | 15
CC(C)(C)OC(=O)N[C@H](/C=C/c1ccccc1)C(=O)OC(C)(C)C | 3
Cn1c(NCC(O)c2ccccc2)nc2c1c(=O)n(Cc1ccc(Cl)c(Cl)c1)c(=O)n2C (stereo not drawn) | -3

Further entries
SMILES | Pf gametocyte
CCCNC(=O)c1ccc(N2CCC3(CC2)CC(c2ccccc2)=NO3)c(NC(=O)c2cccc(OC)c2)c1 | 13
CC(C)C(=O)Nc1ccc(Oc2ccc3c(c2)C(=O)NC3=O)cc1 | 5
CCC(CO)Oc1cc(NCc2ccccc2O)c2ncn(C(C)C)c2c1 (stereo not drawn) | -24
CCN(CC)C(=O)c1ccc(-c2nnc(Nc3ccc(C(=O)NC)cc3)c3ccccc23)cc1 | -4
COc1cc2c(cc1OC)C(c1ccc(Br)cc1)NCC2 (stereo not drawn) | -1
CCCCS(=O)(=O)N1CCC(C(=O)Oc2ccc(Cl)cc2)CC1 | 2
COc1ccc([C@@H]2CC=C(C(=O)O)[C@H](c3ccc(Cl)cc3)N2S(=O)(=O)c2ccccc2C)cc1 | 0
CCN1CCC(N2CCN(c3ccc(F)cc3)CC2)CC1 | 13
CCCCn1c(-c2cccc(Br)c2)nc2cc3[nH]c(=O)c(C(C)C)nc3cc21 | -16
Cc1ccc(C)c(N(CC(=O)N2CCc3ccccc3C2)S(C)(=O)=O)c1 | -7
C/C(=N\Nc1ncc(Br)cn1)c1cccc([N+](=O)[O-])c1 | -3
Oc1ccc2ccccc2c1-c1sc(Nc2ccccc2)n[n+]1-c1ccc(F)cc1 | -22
CC(=O)Nc1ccc(S(=O)(=O)NCC2CCCO2)cc1 (stereo not drawn) | -17
Nc1ccc(-c2nc3cc(N)ccc3o2)cc1 | 26
CCOC(=O)c1c(-c2ccccc2)c2cc(OC)ccc2n1CCCN(C)C | -25
Cc1c(Cl)cccc1NC(=O)CCN1CCOCC1 | -7
CCOC(=O)c1c(CN2CCOCC2)oc2ccc(OC(C)=O)cc12 | 12
CCc1nnc(NC(=O)CN2CCN(Cc3cccc(Cl)c3)CC2)s1 | -9
CCOc1cc(Br)cc(/C=C2\SC(=Nc3ccccc3)NC2=O)c1O | -7
C[C@H](NC(=O)c1nc[nH]c1C(=O)NCC(=O)OCc1ccccc1)C(=O)OC(C)(C)C | 18
COC(=O)c1ccc(NC(=O)CS(=O)(=O)c2ccccc2)cc1 | -5
Cc1cc(C)c(S(=O)(=O)NCc2ccccn2)cc1C | 7
COc1ccc2c(c1)c1c(n2C)[C@@H]2CC=C(CO)[C@@H](C1)N2C | -11
CCOc1ccccc1N1CCN(c2nc3ccccc3nc2C(C#N)C(=O)OC(C)C)CC1 (stereo not drawn) | -7
O=C1c2ccccc2C(=O)N1CC(O)COc1ccc(Br)cc1 (stereo not drawn) | -11
N#Cc1c(N)nc2c(c1-c1ccco1)CCCCC2 | -19
CCOc1cccnc1Sc1ccccc1 | 26
CN1CCN(c2nc3c(c(=O)n(C)c(=O)n3C)n2Cc2cccc(Br)c2)CC1 | 2
Cc1cccc(C)c1OCCN1CCOCC1 | -12
COc1ccccc1N=NC1C(=O)N(C(N)=S)N=C1C (stereo not drawn) | -2
O=C(Nc1cccc(Cl)c1)c1nc[nH]c1C(=O)NCCCNC(=O)c1[nH]cnc1C(=O)Nc1cccc(Cl)c1 | -2
O=C(CN1CCOCC1)Nc1cccc(C(F)(F)F)c1 | 11
CCOC(=O)N1CCC(NCCNC(=O)c2ccc(F)c(F)c2)CC1 | -17
CC(C)CC(=O)N1CCN(Cc2ccc(C(F)(F)F)cc2)CC1 | -3
COc1ccc(CN2CCN(C3CCC3)CC2CCO)cc1C (stereo not drawn) | -12
CC1(C)CC(=O)C=C(c2ccc(Oc3ccccc3)cc2)C1 | 6
COc1ccc(NC2=Nc3ccccc3N[C@@]23C[C@H]2CCCC(=O)N4CC[C@@H](C3)[C@@H]24)cc1 | -26
Cn1c(SCc2ccccc2)nnc1-c1ccc(O)cc1 | -23
COc1ccc(OC(=O)COc2ccccc2C)cc1 | -13
Cc1ccccc1N1C(=O)c2cccc3cccc(c23)C1=O | 7
C=CC[C@@H](CC(=O)N[C@@H](CO)Cc1ccccc1)C(=O)N[C@H](COC(=O)[C@H](CC=C)CC(=O)OC(C)(C)C)Cc1c[nH]c2ccccc12 | 11
Cc1ccc(Cl)cc1NC(=O)C1COc2ccccc2O1 (stereo not drawn) | -7
CCC(=O)NCCc1nc(-c2ccccc2)no1 | -20
Cc1nc2ccc(C(=O)O)cc2c2c1CC(CN)O2 (stereo not drawn) | 1
O=c1c2ccccc2oc2cc(-c3ccc(CN4CCOCC4)cc3)ccc12 | 8
C=CC[C@H](CC(=O)NCCO)C(=O)N[C@@H](COC(=O)[C@@H](CC=C)Cc1ccc(F)cc1)Cc1ccccc1 | 16
O=C1c2ccccc2C(=O)N1CCC#Cc1ccc2cc(C3(O)CCCCC3)oc(=O)c2c1 | -36
